Screening results as filed in PubChem BioAssay.
HEK293 tox = qHTS of GLP-1 Receptor Inverse Agonists: Cytotox Screen; 0.13% of 410,000 active; AID 624418, 2012; HEK293 cAMP-luciferase reporter cells, luminescence, 24 h; Potency, µM (doses to about 38.3 µM), without a hit: at the highest dose activity change, negative = inhibition, most hits filed as inhibitors;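 note: loss of luciferase light is scored as toxicity; potency is the fitted concentration of half-maximal effect; % is set by controls: 0 for no effect and ±100 for the full control effect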
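To flag toxic compounds, the library was rerun on cells for 24 hr at 37 deg C and 5% CO2. Viability-linked luminescence was captured 12 min after adding luciferase detection reagent.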
EPAC1 agonist = qHTS for Agonist of cAMP-regulated guanine nucleotide exchange factor 3 (EPAC1): primary screen; Rap guanine nucleotide exchange factor 3 (Homo sapiens), O95398; Potency, µM (top dose mostly 154 µM), for the others: top-dose activation, hits mostly activators; 0.073% of 360,000 active; EPAC1 agonist qHTS, biochemical assay; response scale: 100% = response to 6.5 mM cAMP; note: potency is the fitted concentration of half-maximal effect; nearly all actives have a fitted effect of over 60% in size
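Normalized to 6.5 mM cAMP, activity reflects EPAC1-catalysed release of BODIPY-GDP from Rap1B, followed kinetically over 30 min at 480 nm excitation, 540 nm emission. Reaction contained 100 nM EPAC1, 250 nM Rap1B-BODIPY-GDP, 50 uM GDP.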
PI5P4Ka inh = qHTS for Inhibitors of phosphatidylinositol 5-phosphate 4-kinase (PI5P4K); max response, %; PI5P4Kalpha enzyme, ADP-Glo luminescence, 60 min; active compounds read low; 1.2% of 330,000 active; active = max response of -50% or lower; inconclusive = between -30% and -50%; inactive = -30% or higher; note: value at the top dose of about 77 µM; % is set by controls: 0 for no effect and ±100 for the full control effect
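Luminescence from ADP-Glo served as readout of PI5P4Kalpha activity in a qHTS format. Reaction: enzyme, substrate, compound, ATP at 5 microM final, 60 min at RT.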
GLP-1R agonist = qHTS of GLP-1 Receptor Agonists; Glucagon-like peptide 1 receptor (Homo sapiens), P43220; HEK293 GLP-1R CRE-luciferase, luminescence, 4-6 h; cells express a hypersensitive GLP-1R form; Potency, µM (top dose mostly 45.6 µM), for inactives: at the highest dose activation, actives largely listed as activators; 0.007% of 380,000 active; note: potency is the fitted concentration of half-maximal effect; % of control where 0% means no effect
Target sequence (P43220 whole entry, looked up): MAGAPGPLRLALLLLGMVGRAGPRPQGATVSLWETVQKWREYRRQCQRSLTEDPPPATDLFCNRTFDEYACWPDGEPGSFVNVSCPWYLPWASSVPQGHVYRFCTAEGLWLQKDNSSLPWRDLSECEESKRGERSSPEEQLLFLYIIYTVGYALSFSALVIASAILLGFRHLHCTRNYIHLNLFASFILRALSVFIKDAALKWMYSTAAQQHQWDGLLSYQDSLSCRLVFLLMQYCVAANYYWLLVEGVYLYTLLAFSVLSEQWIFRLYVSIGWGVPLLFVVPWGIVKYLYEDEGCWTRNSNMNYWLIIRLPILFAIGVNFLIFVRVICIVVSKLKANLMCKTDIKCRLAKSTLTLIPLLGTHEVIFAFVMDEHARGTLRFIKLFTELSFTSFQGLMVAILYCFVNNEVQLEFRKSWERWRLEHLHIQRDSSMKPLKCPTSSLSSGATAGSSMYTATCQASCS
PTHR1 agonist = qHTS for PTHR1 Agonists: Primary Screen. Parathyroid hormone/parathyroid hormone-related peptide receptor (Homo sapiens), Q03431. AID 743266, 2014. 0.075% of 410,000 active. HEK293 GP2 PTHR1 cells, GloSensor cAMP luminescence, 1 h. Potency, µM (top dose mostly 115 µM), for inactives: top-dose activation, actives largely listed as activators; note: potency is the fitted concentration of half-maximal effect; nearly all actives have a fitted effect of over 55% in size; some results filed as inactive show a strong effect at the top dose; inactives centre near -15; many of its hits are not listed in these tables
Target sequence (Q03431 whole entry, looked up): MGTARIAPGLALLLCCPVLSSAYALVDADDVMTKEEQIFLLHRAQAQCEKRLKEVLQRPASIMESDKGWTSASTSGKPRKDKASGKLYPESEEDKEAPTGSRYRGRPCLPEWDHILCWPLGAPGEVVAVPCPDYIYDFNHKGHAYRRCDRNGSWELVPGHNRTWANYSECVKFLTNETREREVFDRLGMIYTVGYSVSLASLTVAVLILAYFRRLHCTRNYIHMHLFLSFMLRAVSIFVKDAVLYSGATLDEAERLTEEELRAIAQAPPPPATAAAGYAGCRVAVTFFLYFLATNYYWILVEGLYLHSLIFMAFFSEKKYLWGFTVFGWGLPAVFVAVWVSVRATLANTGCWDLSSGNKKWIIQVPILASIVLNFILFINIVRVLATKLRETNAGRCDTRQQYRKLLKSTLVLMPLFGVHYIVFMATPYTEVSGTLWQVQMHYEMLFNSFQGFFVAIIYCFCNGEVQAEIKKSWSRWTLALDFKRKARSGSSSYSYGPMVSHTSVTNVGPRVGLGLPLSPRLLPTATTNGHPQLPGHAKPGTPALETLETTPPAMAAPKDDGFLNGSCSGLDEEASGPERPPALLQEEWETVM
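HEK-293-derived GP2 cells expressing PTHR1 and a GloSensor cAMP reporter, 3,000/well, plated overnight, given luciferin plus IBMX (each 0.5 mM as added) for 1 h at 37 °C, then compound for 1 h at 37 °C. Luminescence was read after 15 min at room temperature.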
PLK1 PBD block = qHTS for Inhibitors of PLK1-PDB (polo-like kinase 1 - polo-box domain): Primary Screen; Serine/threonine-protein kinase PLK1 (Homo sapiens), P53350; Plk1 PBD binding of FITC phosphopeptide, fluorescence polarization; Potency, µM, for inactives: max response, negative = inhibition, most hits filed as inhibitors; 2.8% of 360,000 active; note: potency is the fitted concentration of half-maximal effect; series mostly up to about 57 µM; % is set by controls: 0 for no effect and ±100 for the full control effect; nearly all actives have a fitted effect of over 65% in size
EPAC1 antag = qHTS for Antagonist of cAMP-regulated guanine nucleotide exchange factor 3 (EPAC1): primary screen. Rap guanine nucleotide exchange factor 3 (Homo sapiens), O95398. EPAC1 GEF assay, Rap1b-BODIPY-GDP exchange fluorescence. Potency, µM (titrated, usually from 115 µM), without a hit: top-dose activity change, negative = inhibition, most hits filed as inhibitors. 0.14% of 360,000 active. AID 720709, 2013;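 note: potency is the fitted concentration of half-maximal effect; plate controls were vehicle for no effect and positive control for full effect; nearly all actives have a fitted effect of over 50% in size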
IL2 activator = qHTS of IL-2 Activators | IL-2 activation reporter assay, cell-based qHTS; stimulated with anti-CD3/CD4/CD28 beads; in transgenic mouse T cells | activation, % (series mostly up to about 46 µM) | 0.065% of 360,000 active | AID 652025, 2013; in the data active = activation above about 50%; inconclusive = mostly about 30% to 49%; note: 0% is about no effect
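EGFP and DsRed fluorescence is measured by plate cytometry in unstimulated transgenic mouse T cells exposed to compound for 60 minutes, then stimulated 18 hours at 37 degrees C with anti-CD3/anti-CD4 beads plus anti-CD28.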
GLP-1R inv ag = qHTS of GLP-1 Receptor Inverse Agonists (Inhibition Mode); 1.6% of 410,000 active; Glucagon-like peptide 1 receptor (Homo sapiens), P43220; HEK293 GLP-1R CRE-luciferase, luminescence, 24 h; GLP-1R form is constitutively active; Potency, µM (series often up to 38.3 µM), for the others: at the top dose activity change, negative = inhibition, hits mostly inhibitors; note: potency is the fitted concentration of half-maximal effect; % is set by controls: 0 for no effect and ±100 for the full control effect; nearly all actives have a fitted effect of over 55% in size
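Cells are plated, allowed 12 hours at 37 deg C, then treated with compounds for 24 hr before luciferase detection reagent is added and luminescence is read after 12 min at room temperature. The HEK293 line carries constitutively active GLP-1R with a cAMP-responsive reporter.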
Active calls of the source: *; i = inactive; u = inconclusive; x = not tested or not shown; [ ] = dose if it differs, or a comment. Unless noted, calls come from the whole dose curve; as a rule, active = well fitted curve in the direction sought with a large enough effect; inconclusive = small, poorly fitted or top-dose-only effect, or another doubt; inactive = no such curve, though single readings can be large; an effect the other way counts as inactive or inconclusive. This is a subset, so the mix of outcomes need not match the whole.

Below each SMILES – PI5P4Ka inh | GLP-1R inv ag | PTHR1 agonist | HEK293 tox | EPAC1 agonist | EPAC1 antag | IL2 activator | PLK1 PBD block | GLP-1R agonist
> NN1C(=O)c2cccc3c(C(=O)O)ccc(c23)C1=O
  -64* | 14% | u | 2% | 0% | -4% | -0.2 | -12% | 0%
> CCc1nc2oc(C(=O)c3ccccc3)c(N)c2c2c1COC(C)(C)C2
  15 | 3% | i | -2% | -2% | 12% | -0.5 | -5% | 1%
> CN(C)CCCNC(=S)N(Cc1cccs1)Cc1cc2cc3c(cc2[nH]c1=O)OCCO3
  -2 | 6% | -12% | -9% | 15% | 11% | -0.5 | -21% | 23%
> CCOc1ccc(NC(=O)COc2ccccc2C(=O)NCc2ccccc2)cc1
  2 | u | -47%[inhibitor] | -15% | -2% | -4% | 0.1 | -6% | 10%
> CCNS(=O)(=O)c1ccc(NC(=O)Nc2cc(C)ccc2OC)cc1
  0 | u | -4% | -7% | -1% | -6% | -2.4 | -12% | 3%
> CCC(=O)Nc1nnc(SCC(=O)Nc2ccc(F)cc2)s1
  3 | 1% | -14%[57.5 µM] | -5% | 8% | -1% | -3.1 | -13% | -1%
> O=C(NCc1ccco1)C1CC(c2ccccc2O)=NO1 (stereo not given)
  -10 | u | i | -12% | 11% | 11% | 0.4 | -20% | 20%
> COc1ccc(N2CCN(S(=O)(=O)c3ccc(-n4cnnn4)c(C)c3)CC2)cc1
  -5 | 4% | i | -10% | -1% | -28% | 0.0 | -9% | -4%
> CC(C)CCCC(C)NS(=O)(=O)Cc1ccccc1 (stereo not given)
  7 | 0% | i | -2% | -5% | -6% | 0.8 | -12% | 5%
> CCN1CCn2c1nc(N1CCOCC1)nc2=O
  x | 4% | -2%[57.5 µM] | 0% | 6% | 3% | -0.7 | -7% | -4%
> Cc1cccc(/C(N)=N/OC(=O)c2ccc3c(c2)OCO3)c1
  u | 8% | -29% | u | 6% | -3% | -2.6 | 2% | -16%
> C=CCc1cccc(CNc2c(C)n(C)n(-c3ccccc3)c2=O)c1O
  4 | -9% | i | -35% | 11% | 5% | -1.3 | 4% | -1%
> Cc1cccc(CN2CCN(Cc3cnn(-c4ccccc4F)c3)CC2CCO)n1 (stereo not given)
  -1 | u | -12% | 2% | 8% | -28% | 0.3 | -8% | -3%
> CCOc1ccccc1OCCCCOc1ccccc1F
  21 | u | -17% | 1% | 0% | -17% | 1.5 | -1% | -1%
> Cc1ccc(N2C(=O)CSC23C(=O)N(CC(=O)NCc2ccccc2)c2ccccc23)cc1C (stereo not given)
  x | -14% | i | -12% | x | x | x | x | -6%

Four of the compounds above, with tabs:
Compound	PI5P4Ka inh	GLP-1R inv ag	PTHR1 agonist	HEK293 tox	EPAC1 agonist	EPAC1 antag	IL2 activator	PLK1 PBD block	GLP-1R agonist
CCc1nc2oc(C(=O)c3ccccc3)c(N)c2c2c1COC(C)(C)C2	15	3%	i	-2%	-2%	12%	-0.5	-5%	1%
CN(C)CCCNC(=S)N(Cc1cccs1)Cc1cc2cc3c(cc2[nH]c1=O)OCCO3	-2	6%	-12%	-9%	15%	11%	-0.5	-21%	23%
CCOc1ccc(NC(=O)COc2ccccc2C(=O)NCc2ccccc2)cc1	2	u	-47%[inhibitor]	-15%	-2%	-4%	0.1	-6%	10%
CCNS(=O)(=O)c1ccc(NC(=O)Nc2cc(C)ccc2OC)cc1	0	u	-4%	-7%	-1%	-6%	-2.4	-12%	3%

Single entries from the entries so far:
Value for Cc1cccc(CN2CCN(Cc3cnn(-c4ccccc4F)c3)CC2CCO)n1 (stereo not given) under EPAC1 agonist: 8%
Value for CCOc1ccc(NC(=O)COc2ccccc2C(=O)NCc2ccccc2)cc1 under IL2 activator: 0.1
Value for CCOc1ccccc1OCCCCOc1ccccc1F under GLP-1R agonist: -1%

(further entries)
Below each SMILES – PI5P4Ka inh | GLP-1R inv ag | PTHR1 agonist | HEK293 tox | EPAC1 agonist | EPAC1 antag | IL2 activator | PLK1 PBD block | GLP-1R agonist
> Cc1cccc(OCC(=O)NCCCNC(=O)c2cnccn2)c1
  -1 | 0% | u | -3% | 0% | -8% | 2.3 | -17% | 6%
> C/C(=N/Nc1ccc(C(=O)O)cc1)c1ccc(O)c(O)c1O
  3 | 1% | -23% | 18% | 16% | -11% | -0.3 | -19% | -12%
> CC(C)n1ncc2c(C(=O)Nc3ccc(CC#N)cc3)cc(C3CC3)nc21
  -3 | -21% | -33%[inhibitor] | 2% | -1% | 2% | -0.4 | 6% | 0%
> O=C(COC(=O)c1cccc(Cl)c1)NC1CCS(=O)(=O)C1 (stereo not given)
  -4 | 10% | i | 2% | 0% | -3% | 0.5 | 1% | -7%
> CN(C(=O)c1ccc(NC(=O)C2CCN(C(=O)OC(C)(C)C)CC2)cc1)C1CC1
  -11 | -1% | -8% | 2% | -3% | 0% | 0.5 | -6% | -5%
> ON=C1C2CC=C(c3ccccc3)C1CCC2 (stereo not given)
  26 | -14% | -27% | 76%[activator] | -4% | -10% | -2.5 | -3% | 0%
> CCCCCC(=O)N1C[C@H](n2cc(-c3ccc(F)cc3)nn2)[C@@H](O)C[C@@H]1c1ccc(C)cc1
  5 | u | i | 1% | -14% | -25% | -0.2 | -4% | 6%
> COc1cccc(C(=O)Nc2nnc(S(=O)(=O)N(C)c3ccccc3)s2)c1
  -4 | -15% | -15% | -12% | 1% | -6% | -2.0 | -7% | -7%
> COc1ccc(-c2ccc3oc(-c4ccc(OC)cc4)c(C#CCO)c3c2)cc1
  17 | u | -8% | u | -6% | -4% | -0.1 | -20% | -1%
> COc1ccc(CCNC(=O)c2cc(S(=O)(=O)N(C)C)ccc2N2CCCC2)cc1
  4 | 13% | -39% | -9% | 1% | -12% | 1.0 | -1% | 4%
> COc1ccc(/C=C2/SC(=S)N(NS(=O)(=O)c3ccc(C)cc3)C2=O)cc1
  u | u | -16% | u | 9% | u | -0.9 | 24µM* | 0%
> CC1CCN(c2ccc([N+](=O)[O-])c(SCCO)c2)CC1
  1 | u | i | u | -8% | -14% | -1.3 | 4% | 16%
> Cc1cccc(C(=O)NNC2=C(C(=O)C(F)(F)F)CCC2)c1O
  u | 2.8µM* | -19%[57.5 µM] | u | 2% | 0% | 0.7 | u | -10%
> CCCC(=O)N(CCN1CCOCC1)c1nc2c(OCC)cccc2s1
  0 | -22% | -16% | -11% | -1% | -4% | -0.3 | -2% | 8%
> CCOC(=O)C1=C(CSCc2ccccc2)NC(=O)NC1c1cc(C)ccc1C (stereo not given)
  x | u | -19% | -12% | -7% | -17% | -2.9 | -1% | -4%
> COc1ccccc1OCCNC(=O)/C=C/c1ccc([N+](=O)[O-])cc1
  -7 | -2% | -27% | 8% | -2% | 5% | -0.1 | -7% | 9%
> Cc1cc(=O)oc2cc(OCC(=O)N3CCC(O)CC3)c(Cl)cc12
  -5 | 19% | -45%[inhibitor] | -1% | -6% | -4% | -0.6 | 4% | 2%
> COc1cccc(/C=C2/Oc3ccccc3N(CC(=O)NCC3CCCO3)C2=O)c1 (stereo not given)
  0 | 32% | -13% | -6% | 3% | -16% | -3.1 | -13% | 1%
> CCOC(=O)[C@]12CCCC=C1N(Cc1ccc3c(c1)OCO3)C(=O)[C@H](CC(=O)N1CCOCC1)C2
  2 | 19% | 25% | 2% | 4% | -17% | 2.6 | -22% | 10%
> COC(=O)[C@@H]1CCCN1Cc1c(C(=O)N2CCCCC2)nc2c(C)cccn12
  4 | -7% | i | -3% | 1% | 8% | 0.3 | -3% | 10%
> O=C(COC(=O)c1ccc([N+](=O)[O-])o1)c1ccccc1
  4 | 3% | i | 1% | -5% | 3% | -1.5 | -4% | -6%
> O=C(CNS(=O)(=O)c1ccc2ccccc2c1)NCCc1ccccn1
  -5 | -8% | -24% | -6% | 3% | 8% | 2.3 | u | 3%
> O=C(CCCSc1nc2sc3c(c2c(=O)[nH]1)CCC3)NCCCO
  x | 46%[activator] | -14%[57.5 µM] | 9% | 3% | -1% | -0.8 | -2% | 17%
> OC(c1ccccc1)c1nc(-c2cccc3cccnc23)cs1 (stereo not given)
  -2 | u | -47%[inhibitor] | 2% | -11% | -20% | 2.2 | -7% | 4%
> CNC(=O)COC(=O)/C=C/c1nc2ccccc2s1
  0 | 19% | -15% | 1% | 4% | -1% | -0.2 | -7% | -7%
> CCOC(=O)C1=CN(Cc2cccc(F)c2)S(=O)(=O)N(C)C1c1cccc(OC)c1 (stereo not given)
  4 | u | i | 0% | -6% | -7% | -0.4 | -5% | 0%
> C=CCOc1ccc2cccc(/C=N/NC(=O)c3cc4cc([N+](=O)[O-])ccc4s3)c2c1
  x | 1% | i | 9% | -1% | -6% | 1.0 | -8% | 2%
> COc1ccc2c(c1)CC[C@@H]1[C@@H]2CC[C@]2(C)C(=O)CC[C@@H]12
  3 | 16% | -28% | 0% | -6% | 1% | -0.5 | 0% | 14%
> O=C(CCCN1C(=O)C2C3C=CC(C3)C2C1=O)N1CCN(c2ccccc2)CC1 (stereo not given)
  -3 | 5% | -12%[57.5 µM] | -5% | -16% | -3% | -1.1 | 3% | -1%
> COC(=O)[C@@]12C[C@@H](CC(=O)NCc3ccc(C)o3)C(=O)N(Cc3ccco3)C1=CCC(C)(C)C2
  u | u | -19% | 1% | -1% | -2% | -1.0 | -18% | x
> CNc1cccc(-c2ccc(C(=O)N3CCOCC3)cc2)n1
  -5 | 4% | -38% | -7% | -7% | 7% | 0.6 | -4% | 1%
